# MITF inh – inhibitors of human MITF; AlphaScreen MITF homodimerization, bead proximity signal; AID 1259374; O75030; inhibition, % at 2.6 µM; 650,000 compounds, 0.91% hits; in the data active = inhibition above about 50%;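 also: 0% = vehicle wells with protein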
# Target sequence (O75030 whole entry, looked up): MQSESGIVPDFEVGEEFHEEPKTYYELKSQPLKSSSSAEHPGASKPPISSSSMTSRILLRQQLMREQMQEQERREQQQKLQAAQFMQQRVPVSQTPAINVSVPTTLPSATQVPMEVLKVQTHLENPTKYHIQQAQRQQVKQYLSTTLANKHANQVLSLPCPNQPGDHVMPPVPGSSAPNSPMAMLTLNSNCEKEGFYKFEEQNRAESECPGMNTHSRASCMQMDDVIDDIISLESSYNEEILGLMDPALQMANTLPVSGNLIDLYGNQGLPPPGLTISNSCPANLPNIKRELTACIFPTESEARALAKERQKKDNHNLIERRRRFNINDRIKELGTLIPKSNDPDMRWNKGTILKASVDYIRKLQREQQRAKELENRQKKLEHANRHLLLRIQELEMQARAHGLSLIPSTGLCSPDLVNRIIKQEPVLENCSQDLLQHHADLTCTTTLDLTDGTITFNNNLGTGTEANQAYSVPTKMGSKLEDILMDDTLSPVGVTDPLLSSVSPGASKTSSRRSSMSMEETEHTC
# GPR151 ag – activators of human GPR151 | Q8TDV0 | PathHunter beta-arrestin GPR151 cells, luminescence | activation, % at 11.2 µM | 650,000 compounds, 1% hits; in the data active = activation above about 4.9%;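 also: 0% = median of compound wells and 100% = cells with positive control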
# Target sequence (Q8TDV0 whole entry, looked up): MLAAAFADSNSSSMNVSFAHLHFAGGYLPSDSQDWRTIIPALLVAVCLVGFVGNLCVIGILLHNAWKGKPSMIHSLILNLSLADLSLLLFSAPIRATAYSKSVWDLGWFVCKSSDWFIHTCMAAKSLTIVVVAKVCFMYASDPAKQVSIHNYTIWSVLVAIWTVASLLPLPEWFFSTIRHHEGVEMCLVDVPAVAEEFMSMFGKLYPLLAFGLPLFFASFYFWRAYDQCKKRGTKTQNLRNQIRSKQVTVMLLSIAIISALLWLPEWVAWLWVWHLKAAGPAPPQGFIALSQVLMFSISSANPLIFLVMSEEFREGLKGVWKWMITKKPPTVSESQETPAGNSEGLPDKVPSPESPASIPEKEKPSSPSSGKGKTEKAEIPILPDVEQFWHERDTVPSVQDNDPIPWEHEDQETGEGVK
# FBW7 activator – human FBW7 E3 ligase activation, primary screen. AID 1259310. 650,000 compounds, 0.13% hits. normalized activity (activation), % at 26.1 µM. Q969H0. AlphaScreen FBW7–phospho-cyclin E peptide binding, activator screen; in the data active = normalized activity above about 1.9%;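 also: purified mutant Fbw7 with reduced substrate affinity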
# TEAD-YAP block – TEAD-YAP interaction inhibition | inhibition, % at 9.12 µM | HEK-TIYL cells, TEAD-Gal4/YAP UAS-luciferase luminescence | 640,000 compounds, 1.4% hits | AID 1259422; in the data active = inhibition above about 32%;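 also: 0% = median of test compound wells and 100% = reference inhibitor wells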
# * = called active by the depositor.
SMILES,MITF inh,GPR151 ag,FBW7 activator,TEAD-YAP block
c1cnc2c(-c3cnc4c(NCc5ccc6c(c5)OCO6)nccn34)cccc2c1,17,1.1,0.1,3
Cc1nc(NCc2ccc(Cl)cc2)c2c(C)c(C)sc2n1,12,-0.3,-0.1,39*
C[C@H]1C(=O)N2CCN(C(=O)Oc3ccccc3)C[C@@H]2C(=O)N1C,19,-0.7,0.8,1
Cc1cc(CN2CCS(=O)(=O)CC2)c(C(F)(F)F)o1,-11,-0.3,0.1,-6
S=C(NCCN1CCOCC1)N/N=C/c1ccccc1,2,-0.6,-0.2,5
CCCOC(=O)C1=C(C)NC2=C(C(=O)CC(c3ccccc3)C2)C1c1cc2c(cc1Br)OCO2 (stereo not given),1,0.3,-0.1,4
CCCCNC(=O)C(=O)NCc1ccc(OC)cc1,-13,1.8,0.1,0
O=[N+]([O-])c1ccccc1CN1CCN(Cc2c[nH]c3ccccc23)CC1,62*,-1.0,0.1,11
O=C(Nc1ccccc1)c1ccnc(Nc2nccc3ccccc23)c1,8,-1.8,0.5,7
O=C(c1ccccc1)N1CC(COc2ccccc2)OC(c2ccc(Cl)cc2Cl)O1 (stereo not given),-11,0.2,0.1,4
CSCCOC(=O)C1=C(C)NC(=O)NC1c1ccc(C(F)(F)F)cc1 (stereo not given),-1,-0.3,0.0,-1
CCOC(=O)c1ccc(CN2C(=O)C(=O)c3ccccc32)o1,1,-1.2,0.8,2
COc1cccc(C2C3=C(Nc4ncnn42)c2ccccc2OC3c2ccccc2OC)c1 (stereo not given),2,-1.0,0.1,-16
COC(=O)c1ccccc1NC(=O)c1c(NC(=O)C(F)(F)F)sc2c1CCC(C(C)(C)C)C2 (stereo not given),6,-1.0,0.1,-12
CC(NS(=O)(=O)c1cc(Cl)ccc1Cl)C(=O)NC1CCCCC1 (stereo not given),57*,-0.6,0.5,2
COc1ccc(NC(=O)c2cc3n(n2)C(C(F)(F)F)CC(c2ccc(Cl)cc2)N3)c(OC)c1 (stereo not given),-7,0.4,-0.1,-7
COC(=O)c1ccc(NCc2cccc([N+](=O)[O-])c2O)cc1,5,-0.5,0.1,2
CCOc1ccc(C(=O)C2CCN(Cc3nnnn3Cc3cccs3)CC2)cc1,6,2.3,0.9,9
CCN(CC)C(=O)C1CCCN(c2nc3ncnc(NCc4cccc(C(F)(F)F)c4)c3[nH]2)C1 (stereo not given),8,0.5,-0.1,9
CCOC(=O)c1c(NC(=O)c2sc3ccccc3c2Cl)sc2c1CCCC2,1,-0.1,-0.2,8
COc1cc(C(=O)OCCN2C(=O)c3cccc4c(N5CCOCC5)ccc(c34)C2=O)cc(OC)c1OC,-3,-0.3,0.0,-4
COc1cc(OC)cc(-n2nc(C(=O)Nc3ccc(F)cc3)c3ccccc3c2=O)c1,-5,-0.7,0.1,0
COc1ccc(NS(=O)(=O)c2ccccc2[N+](=O)[O-])cc1S(N)(=O)=O,3,3.4,0.1,10
CCOC(=O)c1ccc(N2C(=O)c3n[nH]c(C)c3C2c2ccc(C)cc2)cc1 (stereo not given),7,-0.3,0.1,11
CN1CCc2c(sc3c2C(=O)NC(c2ccc(-c4cccc(Br)c4)o2)N3)C1 (stereo not given),15,0.6,0.2,-5
CCOC(=O)c1cc(-c2ccc(C)cc2)nc2ccc(Cl)cc12,17,0.3,0.1,10
Cc1ccc(OCC(=O)Nc2cccc(F)c2)cc1,1,0.2,0.0,-68
CCN(Cc1ccccc1)C(=O)COc1ccccc1,11,-0.6,0.5,9
Cc1cc(C)c2nc(C(C#N)C(=O)c3nc(S(C)(=O)=O)ncc3Cl)[nH]c(=O)c2c1 (stereo not given),6,-0.3,0.1,7
Cn1c2c(c(=O)n(C)c1=O)C(C(F)(F)F)(C(F)(F)F)NC(=O)N2,16,-0.3,0.0,7
Cc1ccc(-c2n[nH]c(=O)c3ccccc23)cc1S(=O)(=O)NCC1CCCO1 (stereo not given),11,-0.4,0.4,6
O=C(CN1C(=O)c2cc(Cl)c(Cl)cc2C1=O)N1CCOCC1,3,-1.4,-0.1,2
Nc1cnn(-c2ccnc(Nc3ccc(N4CCOCC4)cc3)c2)c1,26,-0.5,-0.1,0
CCOC(=O)c1ccc(N2C(=O)C(CC(=O)Nc3ccc(Cl)cc3)N(CCCN3CCN(c4cccc(Cl)c4)CC3)C2=S)cc1 (stereo not given),-3,-1.2,-0.1,4
COc1ccccc1-c1cc(-c2ccccc2)nc(SCC(=O)c2ccc(Cl)c(Cl)c2)c1C#N,-1,0.5,0.3,9
CC(=O)O[C@@H]1CC2C(C)(CC[C@H](O)C2(C)C)C2CC[C@]3(C)C(=CC(=O)O[C@H]3c3ccoc3)C21C (stereo not given in full),-6,0.4,0.0,4
CC1=C(C)CC2C(=O)N(c3ccc(Br)cc3)C(=O)C2C1 (stereo not given),20,-1.3,0.8,1
N#C/C(=C\c1cccs1)C(=O)Nc1sc2c(c1C(N)=O)CCCC2,21,0.0,-0.2,-15
CCCCCn1c(N2CCN(c3ccc(OC)cc3)CC2)nc2c1c(=O)n(C)c(=O)n2C,-5,-1.6,-0.1,7
O=C(Nc1ccc(O)c(-c2nc3ccccc3s2)c1)c1ccccc1I,10,3.0,0.0,8

# Three entries from above in a different format.
structure	MITF inh	GPR151 ag	FBW7 activator	TEAD-YAP block
COc1ccccc1-c1cc(-c2ccccc2)nc(SCC(=O)c2ccc(Cl)c(Cl)c2)c1C#N	-1	0.5	0.3	9
COc1cc(C(=O)OCCN2C(=O)c3cccc4c(N5CCOCC5)ccc(c34)C2=O)cc(OC)c1OC	-3	-0.3	0.0	-4
CCOC(=O)c1cc(-c2ccc(C)cc2)nc2ccc(Cl)cc12	17	0.3	0.1	10

# More compounds
SMILES,MITF inh,GPR151 ag,FBW7 activator,TEAD-YAP block
CC(=O)N1CCc2cccc(NC(=O)NS(=O)(=O)c3ccc(C)cc3)c21,8,-1.1,0.2,2
CC(Sc1ccccc1)C(=O)Nc1ccc(S(=O)(=O)N2CCCC2)cc1 (stereo not given),14,2.0,0.1,5
COc1ccc(-n2nc(C(=O)NCCCN3CCCCCC3)c3ccccc3c2=O)c(OC)c1,0,-0.2,-0.2,-1
COCCCNC(=S)NCc1ccc(S(N)(=O)=O)cc1,11,0.5,0.1,5
COc1ccc(-c2cc(NCc3nc4ccccc4[nH]3)ncn2)cn1,-6,3.3,-0.1,-4
Cc1scc(C(=O)NCC2CCCCC2)c1C,15,-0.3,0.1,-50
CCOc1ccc(CN2CCNC(=O)C2CC(=O)NC2(c3ccccc3)CC2)cc1 (stereo not given),4,1.5,0.0,2
NC(=O)c1cnc(Nc2nccc3ccccc23)s1,13,4.1,0.0,-19
COc1ccccc1N1CCN(C(=O)c2cnc(N3CCN(c4ccccc4OC)CC3)c3ccccc23)CC1,12,-0.3,-0.1,23
CC(C)c1ccc(C(CC(=O)O)NC(=O)c2cccs2)cc1 (stereo not given),-5,-0.9,0.0,4
COc1nc(OC)nc(-n2cnc(NC(=O)Nc3ccc(Cl)cc3)n2)n1,10,-0.3,-0.1,-12
Cc1ccc(S(=O)(=O)N2CCCCC2)c(S(=O)(=O)N2CCCCC2)c1,4,1.7,0.0,-42
COC(=O)CCNCC(c1ccco1)N1CCCCC1 (stereo not given),54*,-0.4,-0.2,1
Cc1cc(C(=O)NC(C)C)n(-c2ccccc2)n1,-3,0.9,0.2,-3
Cc1ccccc1Cn1c(CN2CCCCC2)nc2c1c(=O)n(C)c(=O)n2C,2,-0.3,0.1,-6
O=C(CC1CCS(=O)(=O)C1)Nc1ccc[nH]c1=O (stereo not given),0,2.3,0.1,13
CC1CN(Cc2ccccc2)C(=O)C(=O)N1Cc1ccccc1 (stereo not given),-15,3.2,0.1,-4
CC(=O)Oc1ccc(N2C(=O)c3cccc4c([N+](=O)[O-])ccc(c34)C2=O)cc1,6,-1.2,-0.1,2
O=C(O)c1ccc(CNC(=O)C2CCCN2S(=O)(=O)c2cccc3nsnc23)cc1 (stereo not given),0,3.6,-0.4,-14
CC1CS(=O)(=O)N(c2cccc(C(=O)N3CCCc4ccccc43)c2)C1=O (stereo not given),17,-2.0,0.3,1

# Random excerpt: 7 compounds from above
SMILES,MITF inh,GPR151 ag,FBW7 activator,TEAD-YAP block
COc1ccc(-c2cc(NCc3nc4ccccc4[nH]3)ncn2)cn1,-6,3.3,-0.1,-4
COc1nc(OC)nc(-n2cnc(NC(=O)Nc3ccc(Cl)cc3)n2)n1,10,-0.3,-0.1,-12
CC1CS(=O)(=O)N(c2cccc(C(=O)N3CCCc4ccccc43)c2)C1=O (stereo not given),17,-2.0,0.3,1
CC(C)c1ccc(C(CC(=O)O)NC(=O)c2cccs2)cc1 (stereo not given),-5,-0.9,0.0,4
Cc1ccccc1Cn1c(CN2CCCCC2)nc2c1c(=O)n(C)c(=O)n2C,2,-0.3,0.1,-6
NC(=O)c1cnc(Nc2nccc3ccccc23)s1,13,4.1,0.0,-19
COc1ccccc1N1CCN(C(=O)c2cnc(N3CCN(c4ccccc4OC)CC3)c3ccccc23)CC1,12,-0.3,-0.1,23

# More structures follow:
SMILES,MITF inh,GPR151 ag,FBW7 activator,TEAD-YAP block
CCOCCCNC(=O)C(c1ccccc1)N(Cc1cccs1)C(=O)CNC(C)=O (stereo not given),-2,0.2,-0.2,-1
Cc1ccc(C)c(-c2csc(=Nc3ccccc3)n2CCCO)c1,19,2.8,-0.2,7
Cc1nc2ccccn2c1C(=O)NCC(C)(C)C,20,-0.9,-0.3,4
Cc1cccc(C)c1-n1c(-c2cccc(S(=O)(=O)N(C)C)c2)n[nH]c1=S,12,-0.4,-0.1,2
CCOC(=O)NC1c2ccccc2Oc2ccc(OC)cc21 (stereo not given),-14,-0.4,0.3,-16
Cc1ccc2c(c1)C(c1ccccc1)N(C(=O)c1ccc3c(c1)OCO3)CC(=O)N2 (stereo not given),-8,0.5,0.0,10
Cc1cccc(NC(=O)CNC(=O)C2CCCCC2)c1,-19,-0.5,-0.3,-8
COc1ccc(S(=O)(=O)N(CC(=O)NCC(C)C)c2ccc(Cl)cc2)cc1,0,-0.8,-0.1,-6
CCOc1ccccc1NC(=O)NCC1(c2ccc(F)cc2)CC1,7,0.1,-0.1,-4
CCC1(C)OC(=O)N(CCc2c(C)[nH]c3ccc([N+](=O)[O-])cc23)C1(C)O (stereo not given),4,-0.7,-0.1,-7
CSCCC(NC(=O)/C(=C/c1ccccc1)NC(C)=O)C(=O)O (stereo not given),-4,0.0,0.1,0
CN1CCN(C(=O)CCc2nc3cccnc3n2-c2ccccc2)CC1,-6,1.0,0.0,-4
Cn1ccnc1SCc1cc(=O)c(OC(=O)c2cc3ccccc3oc2=O)co1,-2,1.8,-0.1,4
CCCCNC(=O)C1CCC(CNc2c(N3CCC(C)CC3)c(=O)c2=O)CC1 (stereo not given),7,-2.3,0.3,-7
Brc1ccc2[nH]c3nc(SCCN4CCOCC4)nnc3c2c1,4,-1.9,-0.1,-6
Cc1c(C(=O)C(=O)N(C(C)C)C(C)C)c2ccccc2n1C,-10,0.4,0.0,-8
CCCn1c(C)c(Br)c(=O)n(C(C)(C)C)c1=O,5,0.7,0.0,0
Cc1ccc(NC(=O)C2C3C=CC(O3)C2C(=O)O)c(Br)c1 (stereo not given),-1,-0.7,-0.1,-1
CC(C)=CCC(C)(C)C1OCCN1C(=O)Nc1ccccc1 (stereo not given),12,1.4,0.1,14
CC1(C)CC(=O)C2=C(C1)Nc1cc(C(=O)c3ccccc3)ccc1NC2c1ccc(O)cc1 (stereo not given),12,0.6,0.1,3

# One compound at a time, as listed above:
# `Cc1ccc(NC(=O)C2C3C=CC(O3)C2C(=O)O)c(Br)c1` (stereo not given) is entered as MITF inh = -1; GPR151 ag = -0.7; FBW7 activator = -0.1; TEAD-YAP block = -1
# `Cn1ccnc1SCc1cc(=O)c(OC(=O)c2cc3ccccc3oc2=O)co1` is entered as MITF inh = -2; GPR151 ag = 1.8; FBW7 activator = -0.1; TEAD-YAP block = 4

# The list goes on:
SMILES,MITF inh,GPR151 ag,FBW7 activator,TEAD-YAP block
CSc1nc(Cl)c(Cc2ccc(OCC(C)C)cc2)c(Cl)n1,16,-1.5,1.3,17
CC1CC(C)CN(S(=O)(=O)c2ccc(F)c(C(=O)Nc3ccc(Cl)c(Cl)c3)c2)C1 (stereo not given),8,-1.9,0.2,-5
O=S(=O)(NCc1csc(-c2cccnc2)n1)c1ccc(Cl)cc1,10,1.7,0.0,-5
O=C(c1cnn2cc(Br)cnc12)N1CCCc2ccccc21,10,0.5,-0.1,-4
CC1=NN(c2nc3ccccc3o2)C(=O)/C1=C\N(C)C,4,-5.4,-0.4,92*
O=C(CNC(=O)c1ccccc1F)N=Nc1c(O)[nH]c2ccccc12,4,0.1,0.0,12
COc1ccc(OC)c(-c2cc(Cl)c3c(c2)CC(CNC(=O)Cn2ccc(C)n2)O3)c1 (stereo not given),1,3.6,-0.7,-7
CCOCCOC(=O)C1=C(C)NC2=C(C(=O)CC(c3ccc(Cl)cc3)C2)C1c1ccc([N+](=O)[O-])cc1 (stereo not given),3,0.0,0.0,6
COc1ccccc1NC(=O)/C=C\C(=O)O,9,-1.4,0.2,13
COc1ccc(NS(=O)(=O)c2ccc(NC(=O)c3ccccc3C)cc2)cc1,12,1.9,0.0,17
CCCC(=O)N1CCC[C@H]1Cn1nc(-c2ccc(F)cc2)ccc1=O,5,-0.4,0.0,-3
CCC(c1nnnn1CCOC)N1CCN(c2ccccc2OC)CC1 (stereo not given),-2,-0.1,-0.2,1
COCCN1C(=S)NC2c3cccc(OC)c3OC1(C)C2C(=O)Nc1ccc(C)cc1C (stereo not given),14,0.4,0.3,-1
CCCCN=C1CCCc2ccccc2N1,-19,-0.7,-0.2,6
Cc1ccc(N(Cc2ccc(C(=O)Nc3cccc(C(F)(F)F)c3)cc2)S(C)(=O)=O)cc1C,-16,0.2,0.0,5

# High-throughput results (PubChem)
